Assay outcomes from PubChem BioAssay.
ELG1 repair inh – inhibitors of ELG1-dependent DNA repair in HEK293T cells; HEK293T ELG1-luciferase reporter, luminescence, 16 h; DNA damage induced by 5-fluorouridine; Potency, µM (top dose mostly 46.1 µM), for inactives: at the top dose activity change, negative = inhibition, most hits filed as inhibitors; 2.3% of 330,000 active; AID 504467; note: potency is the fitted concentration of half-maximal effect; % is set by controls: 0 for no effect and ±100 for the full control effect; nearly all actives have a fitted effect of over 55% in size
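In this reporter screen, reduction of luminescence relative to DMSO vehicle indicated activity. Compounds and 5-fluorouridine were added together to 2,000 cells per well, incubated for 16 hr at 37 °C, then developed with ONE-Glo.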
A-T KAP1 phos – potential ataxia-telangiectasia treatment. 0.19% of 320,000 active. Potency, µM (titrated, usually from 57.5 µM), without a hit: at the top dose activation, hits mostly activators. AID 485349. […] A-T fibroblasts, KAP-1 phosphorylation AlphaLISA; neocarzinostatin DNA damage 30 min before lysis; note: potency is the fitted concentration of half-maximal effect; % of control where 0% means no effect; nearly all actives have a fitted effect of over 45% in size
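ATM-like activity read as KAP-1 phosphorylation via AlphaLISA donor/acceptor antibody pairs after lysis and 6 hr at 25C. Cells were ATM-null patient fibroblasts ([…], hTERT), dosed 60 min, then exposed to the DSB inducer NCS for 30 min.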
S-ASM inh – blocks human secretory acid sphingomyelinase | 0.006% of 340,000 active | Potency, µM (series often up to 57.5 µM), for the others: at the highest dose activity change, negative = inhibition, most hits filed as inhibitors | placental ASM, HMU-PC fluorogenic substrate, 60 min | P17405; note: potency is the fitted concentration of half-maximal effect
Target sequence (P17405 47-631 limits assumed): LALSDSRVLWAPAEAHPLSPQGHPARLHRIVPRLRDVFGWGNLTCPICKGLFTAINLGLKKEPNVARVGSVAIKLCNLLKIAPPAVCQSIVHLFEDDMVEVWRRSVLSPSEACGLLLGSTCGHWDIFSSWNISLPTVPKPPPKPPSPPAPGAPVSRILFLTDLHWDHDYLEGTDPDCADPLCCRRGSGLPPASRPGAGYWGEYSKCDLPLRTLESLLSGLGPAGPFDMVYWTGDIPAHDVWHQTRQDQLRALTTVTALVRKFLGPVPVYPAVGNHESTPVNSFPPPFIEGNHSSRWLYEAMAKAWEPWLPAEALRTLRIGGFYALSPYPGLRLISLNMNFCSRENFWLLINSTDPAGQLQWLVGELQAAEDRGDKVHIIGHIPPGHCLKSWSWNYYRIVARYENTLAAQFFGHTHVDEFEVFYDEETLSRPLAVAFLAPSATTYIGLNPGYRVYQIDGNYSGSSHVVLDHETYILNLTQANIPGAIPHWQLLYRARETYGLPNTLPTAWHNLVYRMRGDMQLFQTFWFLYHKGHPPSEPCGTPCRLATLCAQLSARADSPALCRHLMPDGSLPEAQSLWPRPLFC
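Fluorogenic HMU-PC substrate (9 uM final) is turned over by placental ASM in 60 min at 37 C after a 10 min compound preincubation. Reaction ended by alkaline stop (pH 10), with fluorescence read at 386/447 nm.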
TSHR antag – antagonists of human thyroid stimulating hormone receptor; activity change, negative = inhibition, % at 11.5 µM; TSHR-expressing cells, TSH-stimulated cAMP HTRF, 2 h; active compounds read low; 0.2% of 330,000 active; P16473;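 active = activity change below a set negative limit, meaning inhibition stronger than a set level, cut at about -70% in these data; inconclusive = activity change between two set negative limits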; note: % is set by controls: 0 for no effect and ±100 for the full control effect
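Antagonism was scored as loss of TSH-driven cAMP in TSHR cells, stimulated with 4nM TSH (EC80) for 2 hours at 37 deg C and detected by homogeneous HTRF competition immunoassay.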
Eya2 inh – inhibitors of human Eya2 phosphatase activity; recombinant Eya2, OMFP fluorescence dephosphorylation (OMFP is methylfluorescein phosphate); Potency, µM (doses to about 76.9 µM), inactives show at the highest dose activity, negative = inhibition, actives largely listed as inhibitors; 0.006% of 330,000 active; note: potency is the fitted concentration of half-maximal effect; % is set by controls: 0 for no effect and ±100 for the full control effect
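Eya2 (0.2 uM) preincubated 10 min at ambient with compound, then OMFP substrate added at 50 uM; 10 min reaction in 50 mM HEPES pH 7.5, 50 mM NaCl, 5 uM MgCl2, 0.05% BSA, 1 mM DTT. Fluorescence read at Ex 485/Em 525 nm.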
TCR activator – activators of T cell receptors. primary human leukocytes, anti-CD3, IL-2 HTRF, 48 h. Potency, µM (top dose mostly 9.22 µM), for inactives: top-dose activation of IL-2 secretion, actives largely listed as activators. 330,000 tested, under 10 active; note: % of control where 0% means no effect
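IL-2 produced over 48 hr by a-CD3 bead-stimulated primary human leukocytes exposed to compounds was detected with a homogeneous time-resolved FRET immunoassay, 665nm acceptor signal after 320nm excitation.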
TSG101-PTAP inh – blocks PTAP/TSG101 interaction to inhibit HIV-1 budding; Q99816; Fluorescence polarization, FITC-PTAP peptide / Tsg101 binding; Potency, µM (doses to about 115 µM), inactives show at the highest dose activity change, negative = inhibition, usual class: inhibitors; 340,000 tested, under 10 active; AID 493005; active = well fitted inhibition curve with a large enough effect in the main read-out, with a control signal flat, not every such curve was filed as active; inconclusive = small, poorly fitted or top-dose-only effect, or effect the other way, or a change in a side signal; inactive = no such curve, though single readings can be large or run the other way; note: potency is the fitted concentration of half-maximal effect; % of control where 0% means no effect
Target sequence (Q99816 whole entry, looked up): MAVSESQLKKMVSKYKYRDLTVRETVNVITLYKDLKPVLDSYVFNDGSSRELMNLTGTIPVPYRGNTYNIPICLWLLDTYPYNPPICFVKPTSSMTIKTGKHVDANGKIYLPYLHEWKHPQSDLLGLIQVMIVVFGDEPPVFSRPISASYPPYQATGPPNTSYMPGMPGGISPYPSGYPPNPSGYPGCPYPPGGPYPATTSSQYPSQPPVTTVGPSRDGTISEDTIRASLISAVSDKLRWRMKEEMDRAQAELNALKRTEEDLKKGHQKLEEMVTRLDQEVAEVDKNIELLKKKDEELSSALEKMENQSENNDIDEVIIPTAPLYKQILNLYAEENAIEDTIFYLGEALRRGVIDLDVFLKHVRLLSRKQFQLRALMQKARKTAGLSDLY
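Steps: Tsg101 binding domain dispensed (10 uM final), compounds pinned in DMSO, FITC-labeled PTAP-motif peptide added (50 nM final); after 20 min binding at room temperature, polarization measured.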
Mito fusion yeast – blocks mitochondrial division or promotes mitochondrial fusion | Potency, µM (series often up to 46.1 µM), inactives show at the top dose growth rescue (activation), actives largely listed as activators | 0.23% of 320,000 active | S. cerevisiae fusion-defective mutant growth rescue, CellTiterGlo 48 h;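 note: potency is the fitted concentration of half-maximal effect; % of control where 0% means no effect; nearly all actives have a fitted effect of over 45% in size; temperature-sensitive fusion mutants such as fzo1-1 at 37 °C on non-fermentable ethanol glycerol medium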
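Read-out: ATP-based luminescence (CellTiterGlo, 10 min ambient) reporting growth of fusion-defective ts yeast after 48 hours at 37C on glycerol/ethanol YPEG medium in the presence of compound.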
BCR signal inh – inhibitors of chronic active B-cell receptor signaling. ABC-DLBCL IkBa-CBG/CBR reporter, luminescence ratio, 4 h. Potency, µM (highest dose often 46.1 µM), without a hit: at the highest dose ratio change, negative = lower green/red ratio, hits mostly inhibitors. 0.05% of 340,000 active. AID 493014; active = well fitted inhibition curve with a large enough effect in the signal ratio, with a control signal flat, not every such curve was filed as active; inconclusive = small, poorly fitted or top-dose-only effect, or effect the other way, or a change in a side signal; the % refers to the signal ratio;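 note: potency is the fitted concentration of half-maximal effect; plate controls were basal doxycycline-induced cells for no effect and cells given 10 µM MG132 for full effect; MG132 reads +100%, hits lower the ratio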
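Doxycycline induced both beetle luciferases in TMD8 lymphoma cells; IKK-driven degradation limits the IkappaBalpha-fused green signal, while red luminescence normalises for cell number and nonspecific effects. Compounds tested up to 46 uM, 4 hrs.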
Tb PFK block – blocks T. brucei phosphofructokinase | Potency, µM (doses to about 57.5 µM), for inactives: at the highest dose activity, negative = inhibition, hits mostly inhibitors | 0.17% of 330,000 active | T. brucei PFK, ADP-Glo luminescence | O15648;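 note: potency is the fitted concentration of half-maximal effect; 0% = uninhibited 1x PFK enzyme wells and -100% = no-enzyme wells; nearly all actives have a fitted effect of over 60% in size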
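PFK 1.25 nM, F6P 0.5 mM, ATP 0.1 mM, 0.1 M TEA pH 8.0, 5 mM MgCl2, 0.01% Tween20, 0.1% BSA; 45 min RT. ADP-Glo readout. qHTS titration up to 57 uM; curves fitted, compounds curve-classed.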
a7 integrin act – activators of alpha7 integrin expression for muscular dystrophy | AID 624291 | alpha7betagal myoblasts, beta-gal FDG fluorescence, 48 h | 0.064% of 350,000 active | Potency, µM (doses to about 38.3 µM), inactives show at the highest dose activation, hits mostly activators;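 note: potency is the fitted concentration of half-maximal effect; 100% = response of the positive control SU9516; nearly all actives have a fitted effect of over 60% in size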
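Alpha7betagal+/- myoblasts (passage 13) were plated 16-24 hr, then exposed to compounds (1:260 dilution of DMSO stock) for 48 hours at 37C. After MPER lysis, β-galactosidase reporter activity was read as FDG fluorescence (ex 480/em 540) after 30 minutes.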
Starred values were filed as active, the others as inactive; ? = inconclusive; nt = no result given; [ ] = remark or other dose. Unless noted, calls come from the whole dose curve; as a rule, active = well fitted curve in the direction sought with a large enough effect; inconclusive = small, poorly fitted or top-dose-only effect, or another doubt; inactive = no such curve, though single readings can be large; an effect the other way counts as inactive or inconclusive.

SMILES	ELG1 repair inh	A-T KAP1 phos	S-ASM inh	TSHR antag	Eya2 inh	TCR activator	TSG101-PTAP inh	Mito fusion yeast	BCR signal inh	Tb PFK block	a7 integrin act
O=C(COC(=O)C1(c2ccc(F)cc2)CCCC1)N1CCNC1=O	8%	-5%	0%	-4	3%	nt	-2%	0%	3%	-8%	?
C=C(C)c1cccc(C(C)(C)NC(=O)NCCCN2CCCC2=O)c1	2%	9%	1%	6	-18%	-3%	-2%	1%	-5%	4%	25%
CCOc1ccc(C(=O)NC(C)CCc2ccccc2)cc1 (stereo not given)	?	-2%	0%	5	5%	nt	-7%	-5%	-11%	3%	-3%
CCOC(=O)c1ccc(NC(=O)CN(Cc2ccc(Cl)cc2)S(C)(=O)=O)cc1	-1%	0%	-10%	-9	-14%	0%	-5%	8%	?	0%	-10%
CCCn1nnnc1NCc1ccc(C(C)C)cc1	2%	-3%	-1%	1	-4%	-7%	-3%	5%	-1%	1%	-23%
CCCCOC(=O)c1ccc(NC(=O)C(=O)NCc2ccccn2)cc1	18%	5%	4%	-1	15%	-21%	-1%	-3%	?	3%	5%
COc1ccccc1/C=C/C(=O)OCC(=O)NCc1ccc2c(c1)OCO2	-4%	5%	-3%	-14	2%	nt	-5%	nt	-4%	0%	?
Cc1cc(N2CCN(C)CC2)nc2ccc(NC(=S)NCCN3CCc4ccccc4C3)cc12	-2%	-1%	121%[activator]	4	-1%	3%	0%	-7%	-17%	10%	-58%[inhibitor]
COc1ccc(NC(=S)NCC2CCN(c3ccc(OC)cc3)C2)cc1 (stereo not given)	?	-10%	-15%	-8	-11%	7%	-1%	14%	-6%	8%	-21%
CCCCNC(=O)CSc1nc(N)c(C(=O)Nc2ccc(OC)cc2)s1	10%	3%	-2%	3	-5%	-2%	1%	-3%	-16%	1%	-26%
Cc1cccc(C(=O)OCC(=O)c2ccc3c(c2)OCO3)c1O	?	6%	2%	-16	0%	-6%	-2%	-1%	0%	-2%	2%
CN1/C(=C/C=C(C#N)C#N)C=Cc2ccccc21	-5%	1%	0%	-9	3%	-5%	?	-2%	-3%	-1%	3%
CCC(=O)Nc1sc(Cc2ccc3c(c2)OCO3)c(C)c1C(N)=O	?	0%	0%	-4	16%	-1%	-3%	29%	-8%	-23%	-39%
O=C(NCc1ccccc1)C1CC(=O)N(c2ccc(OCC(=O)N3CCCC3)cc2)C1 (stereo not given)	?	0%	3%	9	2%	3%[46.1 µM]	-3%	-1%	1%	7%	-9%
CN1CCN(C(CNC(=O)c2ccc(Br)o2)c2ccc(F)cc2)CC1 (stereo not given)	?	8%	2%	8	3%	-2%	-2%	-3%	8%	-14%	-44%
COc1cc2c(cc1OC)CN(C(=O)c1cc(S(=O)(=O)N3CCOCC3)c(Cl)cc1Cl)CC2	-28%	7%	0%	-1	1%	4%	-6%	0%	0%	4%	-16%
CCCCc1cc(=O)oc2cc(OCc3cc(OC)c(OC)c(OC)c3)c(Cl)cc12	-23%	-14%	?	11	-13%	-2%	-4%	-4%	4%	3%	-17%
COc1ccc(-c2nc3ccccc3o2)cc1OC	?	13%	-5%	11	-5%	-6%	-3%	-8%	-4%	-4%	-4%
Nc1nc(-c2cc(O)ccc2[N+](=O)[O-])cc(-c2ccccc2)c1[N+](=O)[O-]	-7%	17%	128%[activator]	-14	-1%	-5%	-1%	3%	15%	0%	-11%
Cc1cc(OCC(=O)Nc2ccc(N3CCN(C)CC3)cc2)ccc1Cl	?	-3%	-1%	-5	-2%	5%	0%	-3%	4%	1%	-19%
COc1ccc(Nc2nc(NCCN3CCOCC3)nc(Nc3ccc(OC)cc3)n2)cc1	?	39%	-2%	-9	-2%	3%	-6%	-10%	-4%	-9%	-17%
COc1ccc(C)cc1S(=O)(=O)N1CC(C)OC(C)C1 (stereo not given)	?	25%	0%	32	13%	5%	-7%	14%	-2%	0%	-1%
CCC(C)NC(=O)C1CCN(c2nc(OC)nc(OC)n2)CC1 (stereo not given)	13%	nt	3%	-1	1%	-1%[46.1 µM]	-7%	-2%	-9%	0%	15%
COc1ccc(NC(=O)CCS(=O)(=O)c2cc3c(cc2C)NC(=O)CO3)cc1	5%	4%	-2%	6	-17%	-9%	-5%	1%	-3%	2%	16%
CCOC(=O)c1c(NC(=O)CSc2nc3nc(C)cc(C)n3n2)sc(CC)c1C	0%	-6%	2%	-1	1%	6%	0%	-7%	4%	2%	11%
CC1(C)Oc2ccc(C(=O)NC3CC3)cc2N(CC(=O)N2CCOCC2)C1=O	16%	1%	0%	-2	-13%	-7%	-3%	-2%	2%	-3%	4%
C=CCNC(=O)c1onc(CSc2ccccc2CC)c1C(=O)O	-6%	5%	12%	7	8%	3%	-6%	4%	?	4%	-6%
COc1ccccc1OCc1nc(-c2ccc([N+](=O)[O-])cc2)no1	?	4%	-2%	-3	-14%	1%[46.1 µM]	-3%	-1%	-5%	-2%	0%
CSc1ccc(OC2CCCCC2NS(=O)(=O)c2ccccc2)cc1 (stereo not given)	-12%	2%	-10%	-9	-10%	4%[46.1 µM]	-7%	?	8%	11%	5%
O=C1c2ccccc2NC(c2ccco2)N1O (stereo not given)	8%	5%	1%	9	7%	1%	-4%	0%	?	4%	-21%

2 compounds from above with just TSG101-PTAP inh.
Structure | TSG101-PTAP inh
C=CCNC(=O)c1onc(CSc2ccccc2CC)c1C(=O)O | -6%
COc1ccccc1OCc1nc(-c2ccc([N+](=O)[O-])cc2)no1 | -3%

(list continues)
SMILES	ELG1 repair inh	A-T KAP1 phos	S-ASM inh	TSHR antag	Eya2 inh	TCR activator	TSG101-PTAP inh	Mito fusion yeast	BCR signal inh	Tb PFK block	a7 integrin act
O=C(COC(=O)C1CC1)Nc1ccc(OC(F)F)cc1	0%	1%	-1%	0	-1%	-1%	-3%	-1%	29%	0%	7%
CC(C)(C)c1csc(NC(=O)c2cccnc2)n1	14%	-4%	-1%	6	-21%	0%	0%	2%	2%	-6%	?
Oc1ccc2ccccc2c1N=Nc1ccccn1	?	3%	-23%	-10	-7%	12%	-4%	-7%	?	-7%	-51%[inhibitor]
CC(C)c1ccc(NC(=O)C2CC(=O)Nc3nc4ccccc4n32)cc1 (stereo not given)	-4%	-6%	-2%	-6	-1%	1%	-2%	0%	-1%	-4%	10%
CCCc1nc2ccccc2n1CCOc1ccccc1	-1%	nt	3%	-4	-39%	nt	-6%	24%	?	2%	0%
CC(C)(C)OC(=O)NCCc1nnc(SCc2c(Cl)cccc2Cl)o1	-15%	4%	4%	-11	-5%	-1%	-4%	11%	?	2%	4%

Structural class: those above with fluorine
SMILES	ELG1 repair inh	A-T KAP1 phos	S-ASM inh	TSHR antag	Eya2 inh	TCR activator	TSG101-PTAP inh	Mito fusion yeast	BCR signal inh	Tb PFK block	a7 integrin act
O=C(COC(=O)C1(c2ccc(F)cc2)CCCC1)N1CCNC1=O	8%	-5%	0%	-4	3%	nt	-2%	0%	3%	-8%	?
CN1CCN(C(CNC(=O)c2ccc(Br)o2)c2ccc(F)cc2)CC1 (stereo not given)	?	8%	2%	8	3%	-2%	-2%	-3%	8%	-14%	-44%
O=C(COC(=O)C1CC1)Nc1ccc(OC(F)F)cc1	0%	1%	-1%	0	-1%	-1%	-3%	-1%	29%	0%	7%

Not a hit list; about 3.2% have a hit in one of these screens.
